AddAB inh: less growth of phage-infected E. coli with AddAB. E. coli expressing H. pylori AddAB, absorbance growth. inhibition, % at 11.9 µM. 330,000 tested, 0.29% active; in the data active means inhibition above about 12%;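 further: 0% = vehicle wells of infected cells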
Wnt bcat act: activates Wnt/beta-catenin signaling in a reporter cell assay; activator, plate reader; activation, % at 9.35 µM; 300,000 tested, 1.2% active; AID 743398; in the data active means activation above about 30%, passing the limit was not always enough;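 further: 0% = neutral control wells and 100% = positive control wells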
phage Ecoli inh: E. coli growth loss with phage present. 360,000 tested, 0.26% active. inhibition, % at 11.9 µM. AID 651602. growth absorbance; in the data active means inhibition above about 11%
DAGLB inh: diacylglycerol lipase beta (human) inhibition; Q8NCG7; HEK293T DAGLB membrane lysate, EnzChek fluorogenic substrate; inhibition, % at 5.17 µM; 340,000 tested, 0.059% active; AID 504411; in the data active means inhibition above about 34%;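 further: 0% = enzyme with vehicle and 100% = wells lacking enzyme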
Target sequence (Q8NCG7 whole entry, looked up): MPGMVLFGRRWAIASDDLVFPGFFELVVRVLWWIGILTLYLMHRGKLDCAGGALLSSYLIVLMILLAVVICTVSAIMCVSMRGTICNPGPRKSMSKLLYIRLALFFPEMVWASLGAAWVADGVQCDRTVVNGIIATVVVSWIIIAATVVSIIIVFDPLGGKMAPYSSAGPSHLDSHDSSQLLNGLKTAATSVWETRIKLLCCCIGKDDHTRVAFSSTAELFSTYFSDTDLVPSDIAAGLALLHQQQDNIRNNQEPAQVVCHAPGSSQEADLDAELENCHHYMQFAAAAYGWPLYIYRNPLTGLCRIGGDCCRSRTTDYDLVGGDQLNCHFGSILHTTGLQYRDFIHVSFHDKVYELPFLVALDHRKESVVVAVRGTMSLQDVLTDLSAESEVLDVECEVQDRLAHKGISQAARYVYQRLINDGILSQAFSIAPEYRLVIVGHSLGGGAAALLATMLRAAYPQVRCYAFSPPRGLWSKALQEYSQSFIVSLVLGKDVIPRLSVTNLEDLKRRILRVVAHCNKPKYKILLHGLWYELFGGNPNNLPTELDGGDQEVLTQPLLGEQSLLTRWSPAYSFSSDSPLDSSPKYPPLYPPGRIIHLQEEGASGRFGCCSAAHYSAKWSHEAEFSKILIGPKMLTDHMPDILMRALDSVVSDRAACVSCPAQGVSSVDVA
CAL PDZ inh: inhibitors of human CAL PDZ peptide binding; purified CAL PDZ, TMR-peptide fluorescence polarization, 1 h; inhibition, % at 20 µM; 330,000 tested, 0.02% active; AID 504414;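 active means highest replicate inhibition of at least 40%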;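 further: plate controls were DMSO neutral control wells for no effect and unlabeled competitor peptide control wells for full effect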
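Read-out basis: mP drop reported as inhibition | Assay system: Tagged CAL PDZ protein CerCALP, purified | Benchmarks: Unlabelled peptide for full inhibition, DMSO wells as neutral | Schedule: 1 h incubation at room temperature before polarization reading | Buffer or medium: Sodium phosphate/NaCl buffer pH 7.4 with TCEP, IgG, Thesit | Doses: Single point, 20 µM | Measured by: Fluorescence polarization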
PvdQ inh: P. aeruginosa PvdQ acylase inhibition | purified PvdQ acylase, fluorescence plate reader | inhibition, % at 10 µM | 340,000 tested, 0.063% active | AID 488965; in the data active means inhibition above about 30%, passing the limit was not always enough;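 further: 0% = vehicle neutral wells and 100% = reference inhibitor wells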
PfHsp90 set2: inhibits growth of yeast expressing Plasmodium falciparum Hsp90; inhibition, % at 9.4 µM; 310,000 tested, 0.32% active; AID 504621; S. cerevisiae expressing PfHsp90, BacTiter-Glo ATP, 48 h; yeast lacking PDR1 and PDR3 efflux regulators;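 active means every replicate shows inhibition above about 80%, whatever the replicate mean, limit read from the data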;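 further: 0% = DMSO neutral controls and 100% = 20 µM radicicol positive controls; yeast relying on Plasmodium falciparum Hsp90 in place of its own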
Ecoli viability: bacterial growth inhibition, counter-screen for AddAB inhibitors | E. coli V3065 growth, OD600 absorbance, 18 h | inhibition, % at 11.9 µM | 330,000 tested, 0.27% active;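 active means inhibition above the campaign's mean inhibition across all tested compounds plus 3 SD, cut at about 9.9% in these data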;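 further: uninfected addAB+ strain grown without phage in ampicillin broth; 0% = DMSO wells and 100% = ciprofloxacin 0.95 µg/ml wells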
Rtt109 HAT inh: blocks Candida albicans Rtt109/Vps75 acetyltransferase activity | Q5AAJ8 | purified Rtt109/Vps75, ThioGlo CoA-SH fluorescence, 4 h | inhibition, % at 34.9 µM | 330,000 tested, 0.16% active | AID 540336;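 active means inhibition of at least 50% in every replicate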
Target sequence (Q5AAJ8 whole entry, looked up): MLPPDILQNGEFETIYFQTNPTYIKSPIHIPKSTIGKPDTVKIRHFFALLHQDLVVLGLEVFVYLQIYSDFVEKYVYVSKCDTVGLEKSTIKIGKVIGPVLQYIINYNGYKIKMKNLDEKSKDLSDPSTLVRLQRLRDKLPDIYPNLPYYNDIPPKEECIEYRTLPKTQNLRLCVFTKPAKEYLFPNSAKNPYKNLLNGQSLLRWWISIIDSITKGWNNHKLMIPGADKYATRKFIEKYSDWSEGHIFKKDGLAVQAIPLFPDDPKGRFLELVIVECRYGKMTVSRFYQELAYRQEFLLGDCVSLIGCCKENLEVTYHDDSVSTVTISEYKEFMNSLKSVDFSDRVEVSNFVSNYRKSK
Tat transport: E. coli Tat transport inhibition; E. coli MC4100 TorA-mCherry Tat export, fluorescence; inhibition, % at 10 µM; 340,000 tested, 0.036% active; AID 488895;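 active means mean replicate inhibition at least 50% and at least half of replicates individually reaching 50%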;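 further: exported cargo escapes ClpAP degradation while cytoplasmic cargo is degraded and loses fluorescence; 0% = median of neutral control wells and 100% = median of NaSCN control wells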
* = called active by the depositor; / = not tested or not shown.

SMILES	AddAB inh	Wnt bcat act	phage Ecoli inh	DAGLB inh	CAL PDZ inh	PvdQ inh	PfHsp90 set2	Ecoli viability	Rtt109 HAT inh	Tat transport
O=C(COc1ccc(S(=O)(=O)NC2CCCCC2)cc1)NC1CCCCC1	1.8	-2.9	2.3	-2.4	0.0	25.5	16.3	0.8	7.9	-0.7
CC(=O)C1=C(C)NC(SCC(=O)c2ccc(Cl)cc2)=C(C#N)C1CC(C)C (configuration not stated)	3.9	-3.4	-0.3	-4.5	-0.9	-12.8	12.1	0.2	1.6	1.3
Cc1ccc(-c2nc(=S)c3c(n2CCN2CCOCC2)CC(C)(C)OC3)cc1	0.4	-0.7	0.9	0.0	0.3	-1.5	-12.5	-0.7	-7.9	-2.5
CCC(=O)N1CCN(c2ccc(NC(=S)NC(=O)c3ccc(OC)c([N+](=O)[O-])c3)cc2)CC1	1.2	-0.5	1.1	1.9	-2.7	7.9	-4.0	0.9	9.1	-0.5
FC(F)(F)c1cc(Oc2ccccc2Cl)nc(-c2ccccn2)n1	0.2	/	1.7	-2.5	-0.8	-7.8	8.2	-0.1	1.0	-0.3
COc1cnc(-c2ccccn2)nc1N(C)C	-4.1	-0.8	-0.2	-2.6	-0.4	-9.5	17.9	-7.8	9.0	11.5
O=c1ccncn1C1OC(CO)C(O)C1O (configuration not stated)	/	-2.3	4.7	-1.6	0.0	-3.7	5.2	/	-15.1	1.0
CCC(C)NC(=O)CN1C(=O)C(CC)Sc2ccccc21 (configuration not stated)	2.2	3.8	2.1	1.3	-2.7	-2.7	-12.3	1.4	3.8	-3.6
COCCN(CC1CCCN(C2Cc3ccccc3C2)C1)C(=O)c1ccc(C(C)=O)cc1 (configuration not stated)	3.0	0.3	4.3	-1.5	-2.5	4.4	1.9	2.7	24.8	-4.7
CCCN(CCC)CC(C)(C)NS(=O)(=O)c1ccc(Cl)cc1	3.7	-1.4	-2.5	-7.7	-0.5	-10.3	10.3	2.1	7.9	-5.5
Cc1ccccc1C(=O)c1cccn1CC(=O)NC(C)c1ccc2c(c1)OCCO2 (configuration not stated)	0.8	-0.8	3.3	1.3	-1.1	-4.3	3.5	-3.4	2.2	-6.1
COc1ccc(NC(=O)c2cccnc2C(=O)O)c(OC)c1	-0.3	/	0.9	-1.2	-0.2	-3.3	-6.7	0.8	-2.4	-5.2
O=C(COC(=O)COc1ccc(Cl)cc1)NCc1ccc2c(c1)OCO2	-2.3	2.0	4.4	-1.5	-1.0	-8.6	7.0	0.2	-12.7	3.2
c1ccc(Oc2ccccn2)cc1	/	-2.5	0.4	0.7	-3.6	-7.2	/	/	3.6	0.9
COC(=O)c1ccc(N2C(=O)CC(N(C)CCc3ccc(OC)c(OC)c3)C2=O)cc1 (configuration not stated)	0.6	0.0	1.8	1.3	/	-2.8	47.0	0.3	-1.9	-17.0
O=C(Nc1cccc2c1CCCC2)c1ccco1	-0.2	-1.6	/	-3.1	-3.4	-5.6	/	-0.3	3.4	16.9
OCCNC(=S)c1ccccc1	3.3	1.0	1.6	2.2	-0.9	-7.4	0.3	1.0	-0.2	4.2
CCOC(=O)C1CCCN(C(=O)CCn2nnnc2CN2CCOCC2)C1 (configuration not stated)	3.9	3.2	0.3	1.7	-2.1	1.9	8.3	0.4	1.3	2.3
COc1ccc(NC(=O)c2ccc(Cl)cc2)c[n+]1[O-]	/	-0.8	2.9	0.3	-0.6	-9.8	-19.7	/	0.4	-5.1
CCCC(=O)N1c2ccccc2C(=C2SC(C(=O)OC)=C(C(=O)OC)S2)C(=S)C1(C)C	-1.2	-2.9	-1.4	-3.2	-2.6	-7.6	0.1	-3.0	1.7	-0.3
COc1ccc(S(=O)(=O)N2CCOC2CNC(=O)C(=O)NCCN(C)C)cc1 (configuration not stated)	4.5	1.4	4.4	1.7	-0.7	-15.4	-16.9	2.4	-7.5	-1.5
COc1ccc(Oc2ccc(/C=N/NC(=O)c3cccnc3)cc2[N+](=O)[O-])cc1	3.5	-2.3	3.3	0.0	-4.8	-12.3	26.9	2.8	13.6	5.4
Nc1cc(=O)nc(SCC(=O)NCc2ccccc2)n1CCc1ccccc1	-0.3	/	2.8	3.5	/	-14.9	/	-1.8	-1.9	-2.4
Cc1ccc(S(=O)(=O)Nc2ccc(Cl)cc2C(=O)c2ccccc2)cc1	6.4	/	5.6	-8.3	-2.8	18.9	9.0	3.6	8.4	-5.4
Cn1c(CNC(=O)c2ccccc2F)nnc1SCCOc1ccccc1	0.6	-3.1	1.2	-0.4	-0.4	-13.3	/	0.8	-4.9	-3.0
SMILES	AddAB inh	Wnt bcat act	phage Ecoli inh	DAGLB inh	CAL PDZ inh	PvdQ inh	PfHsp90 set2	Ecoli viability	Rtt109 HAT inh	Tat transport
CC1(C)CC(=O)c2cc(OCC(=O)NCCCN3CCN(c4ccccc4F)CC3)ccc2O1	0.0	/	4.4	-1.1	0.3	-1.4	15.4	-0.2	-21.1	-16.9
COc1ccc(-n2c(=S)[nH]c3cc(C(=O)Nc4cccc(C)c4)ccc3c2=O)cc1	1.3	-3.8	2.1	-2.1	0.8	-1.0	22.3	0.9	-5.1	-5.2
CCCN(CCC)S(=O)(=O)c1ccc(C(=O)Nc2nnc(COC)o2)cc1	-1.0	2.1	2.9	-2.0	-3.3	-6.0	-13.8	-4.9	-9.5	5.0
O=C(NCCCN1CCCC1=O)c1cccs1	0.8	/	1.9	0.2	0.3	-11.5	-2.4	0.2	-3.3	-7.0
Cc1ccc(S(=O)(=O)N2CCN(c3ncccn3)CC2)cc1C	1.2	0.1	3.6	-5.9	-1.3	-5.0	-14.0	-1.8	0.8	-6.0
CCOC(=O)Oc1ccc(/C=C2\N=C(C)OC2=O)cc1	0.2	1.6	3.7	-7.2	-2.7	-27.9	-15.7	-1.0	-5.6	5.6
CCn1c(CNC(=O)c2ccccc2F)cc2cc(C)ccc21	/	14.4	2.9	-3.8	0.2	-9.5	-17.3	/	4.1	6.3
O=C(Nc1ccc(F)cc1)Nc1ccc(NC(=O)c2ccccc2O)cc1	2.8	1.0	0.6	/	/	/	/	0.9	/	/
O=C(NCc1ccc2c(c1)OCO2)C1CCC(CNc2c(N3CCCCC3)c(=O)c2=O)CC1 (configuration not stated)	0.1	-1.8	3.6	1.1	-1.3	-9.3	-3.0	0.1	11.0	-5.1
CCCC(Oc1ccc(Br)cc1)c1nc2c3cc(OC)c(OC)cc3nc(=S)n2[nH]1 (configuration not stated)	1.3	-2.0	0.0	-2.1	-1.8	-7.5	-35.3	-2.7	9.0	-3.0
Cc1ccc(NC(=O)NCCCN2CCCC2=O)cc1	0.9	/	1.3	0.0	-0.2	2.6	-0.7	-1.1	-0.3	3.6
COCCN1C=C(C(=O)OC)C(c2ccc3c(c2)OCO3)C(C(=O)OC)=C1	-2.0	/	1.8	-2.4	-2.6	-7.9	-9.0	0.1	-7.2	4.5
CCOC(=O)Cn1nc(C)n(-c2ccc(C(C)C)cc2)c1=O	2.3	-1.2	4.8	-2.1	0.3	-4.0	/	1.7	6.1	8.2
Cc1ccccc1N(CC(=O)NCc1ccc2c(c1)OCO2)C(=O)C1CSC(=O)C1 (configuration not stated)	2.3	-1.8	-0.2	1.1	-2.5	-7.9	6.8	-1.5	5.6	-8.9
Cc1nc(SCc2ccccc2)n[nH]1	2.9	10.6	-0.8	-1.9	-0.5	4.1	4.9	-0.8	/	-6.0
CC(C)NC(=O)NC(=O)CSc1nnc(COc2ccccc2Cl)o1	1.6	/	2.0	2.4	/	-9.4	12.6	0.5	-3.2	7.6
O=C(CSc1nnc(-c2ccc(O)cc2)o1)Nc1cccc(O)c1	4.2	33.5*	3.7	-0.2	-3.1	-9.4	-12.6	-0.9	-3.2	1.9
CCN(c1ccccc1)c1cc2ccccc2c(=O)[nH]1	-0.2	-0.6	3.3	-8.1	-1.5	4.9	-6.8	-1.2	-32.4	-28.2
COC(=O)CN1C(=O)[C@H]2[C@@H](c3ccc(C)o3)N3C(=O)CN(Cc4ccccc4)C(=O)[C@@]3(C)[C@H]2C1=O	-0.2	-6.2	-0.6	-2.1	0.6	3.3	7.8	-0.2	-8.0	11.0
CCCc1nnc(SCC(=O)Nc2ccc(C(=O)OCC)cc2)o1	2.7	-4.1	2.4	-0.4	-2.7	-11.1	-21.8	-1.1	12.5	-1.0
CCCSc1nnc(NC(=O)Nc2ccc(F)cc2)s1	7.2	/	10.1	-0.5	-0.8	-11.5	26.7	9.1	5.5	2.4
c1ccc2c(c1)OCC(c1nn3c(Cn4nnc5ccccc54)nnc3s1)O2 (configuration not stated)	2.5	-1.7	3.7	-2.0	-1.0	16.5	6.3	2.2	6.1	-3.3
COC(=O)c1cc(COc2ccc3c(c2)oc(=O)c2ccccc23)c(C)o1	2.4	-0.6	-1.2	1.5	0.0	4.3	-29.2	-0.8	-10.7	-3.8
CC1=NN(c2ccc(C)c(C)c2)C(=O)C1C(c1cccc(O)c1)C1C(=O)N(c2ccc(C)c(C)c2)N=C1C (configuration not stated)	2.8	/	2.4	7.2	0.7	3.6	-9.5	0.5	17.3	-9.8
Cn1c(=O)c2[nH]c(SCc3ccccn3)nc2n(C)c1=S	-1.0	-0.2	0.2	/	/	/	/	0.5	/	/
SMILES	AddAB inh	Wnt bcat act	phage Ecoli inh	DAGLB inh	CAL PDZ inh	PvdQ inh	PfHsp90 set2	Ecoli viability	Rtt109 HAT inh	Tat transport
CCn1cc(CN2CCCC(CNS(=O)(=O)c3cccc4cccnc34)C2)cn1 (configuration not stated)	0.4	0.0	1.3	2.9	-2.2	-12.8	-2.6	0.8	-12.0	-1.1
CCC(=O)Nc1cc(-c2cc3ccccc3oc2=O)ccc1OC	3.7	13.3	2.6	-0.6	4.5	-3.9	7.4	1.2	-22.0	-8.5
Oc1[nH]c2ccccc2c1C1=NCCCCC1	1.8	-0.4	3.3	0.5	0.2	-6.3	15.6	1.9	-2.1	-4.2
N#Cc1ccc(Oc2nc(C(N)=O)cc(-c3ccccc3)n2)cc1	2.3	-5.0	2.0	-1.5	-1.4	-2.4	/	0.2	4.0	-4.4
c1ccc2c(CCNc3ncnc4nc[nH]c34)c[nH]c2c1	3.8	2.4	3.9	-0.4	0.2	-18.4	8.2	0.2	0.8	7.5
CN(C(=O)c1cccc(NC(=O)Cc2cccc(NC(=O)C3CCN(C(=O)C4CCCC4)CC3)c2)c1)C1CC1	/	-1.9	1.5	0.9	0.3	-6.0	14.9	/	-9.5	16.3
Cc1ccc2cc(C#N)c(SCC(=O)NCC3CCCO3)nc2c1 (configuration not stated)	-1.1	/	3.0	2.0	-0.6	-14.3	39.7	-3.6	4.1	-4.0

Complete entries, quoted from the list:
N#Cc1ccc(Oc2nc(C(N)=O)cc(-c3ccccc3)n2)cc1 is listed as AddAB inh = 2.3; Wnt bcat act = -5.0; phage Ecoli inh = 2.0; DAGLB inh = -1.5; CAL PDZ inh = -1.4; PvdQ inh = -2.4; PfHsp90 set2 = /; Ecoli viability = 0.2; Rtt109 HAT inh = 4.0; Tat transport = -4.4
c1ccc2c(CCNc3ncnc4nc[nH]c34)c[nH]c2c1 is listed as AddAB inh = 3.8; Wnt bcat act = 2.4; phage Ecoli inh = 3.9; DAGLB inh = -0.4; CAL PDZ inh = 0.2; PvdQ inh = -18.4; PfHsp90 set2 = 8.2; Ecoli viability = 0.2; Rtt109 HAT inh = 0.8; Tat transport = 7.5
CCn1cc(CN2CCCC(CNS(=O)(=O)c3cccc4cccnc34)C2)cn1 (configuration not stated) is listed as AddAB inh = 0.4; Wnt bcat act = 0.0; phage Ecoli inh = 1.3; DAGLB inh = 2.9; CAL PDZ inh = -2.2; PvdQ inh = -12.8; PfHsp90 set2 = -2.6; Ecoli viability = 0.8; Rtt109 HAT inh = -12.0; Tat transport = -1.1

Screening results from PubChem BioAssay.
